Screening results from PubChem BioAssay.
ssDAF-12 act = S. stercoralis DAF-12 nuclear receptor activators, primary screen, cell-based, luminescence, HEK293, GRIP1 co-expression, lit1-tk-luc. AID 652126, 2013. Nuclear hormone receptor DAF-12 (Strongyloides stercoralis). HEK293 ssDAF-12/GRIP1 lit1-tk-luc reporter; % of 3 µM dafachronic acid response. 1% of 370,000 active. activation, % at 6.8 µM;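 active means activation above the mean over all tested compounds plus 3 SD, cut at about 0.9% in these data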;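 further: 0% = DMSO-only wells and 100% = 3 µM delta7-dafachronic acid wells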
PLC-beta3 inh = human PLC-beta3 inhibitors, primary screen, biochemical, fluorescence; inhibition, % at 12.2 µM; Purified PLC-beta3, fluorogenic substrate; 1-phosphatidylinositol 4,5-bisphosphate phosphodiesterase beta-3 (Homo sapiens), Q01970; 0.18% of 370,000 active; in the data active means inhibition above about 11%;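 further: 0% = median of compound wells on plate and 100% = full blocker control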
ADAM17 inh = ADAM17 inhibitors, primary screen, biochemical, QFRET. inhibition, % at 6.95 µM. recombinant ADAM17, EDANS/DABCYL FRET peptide cleavage. 0.83% of 370,000 active. Disintegrin and metalloproteinase domain-containing protein 17 (Homo sapiens), P78536;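 active means inhibition above the mean of compounds lying between control limits plus 3 SD, set per campaign, cut at about 8.5% in these data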;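 further: 0% = DMSO-only wells as the low control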
Rev-erbA mod = modulators of Rev-erb alpha DNA binding, primary screen, biochemical, FITC-DNA, fluorescence polarization, uHTS. Nuclear receptor subfamily 1 group D member 1 (Homo sapiens), P20393. Rev-erbα–FITC-DNA binding, 90 min. activity, % at 10 µM. 0.79% of 370,000 active;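 active means activity above about 14%, limit read from the data; passing the limit was not always enough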;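 further: 0% = DMSO wells with 35 nM protein and 100% = DMSO wells with 750 nM protein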
Target sequence (P20393 whole entry, looked up): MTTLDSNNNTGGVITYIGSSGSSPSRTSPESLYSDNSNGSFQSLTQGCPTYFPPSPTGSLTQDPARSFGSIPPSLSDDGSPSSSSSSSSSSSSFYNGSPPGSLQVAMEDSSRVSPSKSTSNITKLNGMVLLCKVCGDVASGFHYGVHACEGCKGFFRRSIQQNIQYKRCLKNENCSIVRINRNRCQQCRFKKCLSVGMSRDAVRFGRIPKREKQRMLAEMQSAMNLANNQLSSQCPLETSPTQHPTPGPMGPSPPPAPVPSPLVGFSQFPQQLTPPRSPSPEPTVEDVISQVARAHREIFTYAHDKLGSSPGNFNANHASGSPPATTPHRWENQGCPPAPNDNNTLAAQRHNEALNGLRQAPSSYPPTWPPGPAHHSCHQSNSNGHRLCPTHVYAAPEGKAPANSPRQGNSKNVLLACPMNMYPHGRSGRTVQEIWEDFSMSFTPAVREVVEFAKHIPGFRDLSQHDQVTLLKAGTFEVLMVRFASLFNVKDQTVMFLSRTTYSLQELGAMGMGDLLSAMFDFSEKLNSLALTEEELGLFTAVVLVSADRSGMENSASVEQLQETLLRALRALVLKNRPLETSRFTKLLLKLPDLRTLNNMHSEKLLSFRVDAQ
hcDAF-12 act = H. contortus DAF-12 nuclear receptor activators, primary screen, cell-based, luminescence, HEK293, lit1-tk-luc reporter; activation, % at 6.8 µM; 1.4% of 370,000 active; HEK293 hcDAF-12 lit1-tk-luc reporter; 0% DMSO, 100% Δ7-dafachronic acid;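 active means activation above the mean of all tested compounds plus 3 SD, cut at about 5.5% in these data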;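 further: 100% = response to 3 µM Δ7-dafachronic acid high control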
DAX1 inh-1 = DAX1 (NR0B1) inhibitors, primary screen, cell-based, HEK293, Gal4-DAX1, luciferase luminescence | inhibition, % at 6.75 µM | HEK293 Gal4-DAX1 luciferase reporter | Nuclear receptor subfamily 0 group B member 1 (Homo sapiens), P51843 | 0.99% of 340,000 active | AID 504766, 2011;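 active means inhibition above the mean over all tested compounds plus 3 SD, cut at about 4.2% in these data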;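 further: 0% = DAX1-transfected cells with DMSO and 100% = empty-vector control cells with DMSO; inhibition shows as a rise in luminescence from relieved DAX1 repression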
Target sequence (P51843 207-470 limits assumed): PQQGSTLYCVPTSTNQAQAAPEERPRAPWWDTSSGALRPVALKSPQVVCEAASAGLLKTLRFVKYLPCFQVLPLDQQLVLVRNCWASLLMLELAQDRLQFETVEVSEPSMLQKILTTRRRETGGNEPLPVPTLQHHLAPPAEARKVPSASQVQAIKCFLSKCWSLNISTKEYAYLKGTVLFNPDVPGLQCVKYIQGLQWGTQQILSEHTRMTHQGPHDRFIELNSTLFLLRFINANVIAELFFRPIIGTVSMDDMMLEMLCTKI
PLC-gamma1 inh = PLC-gamma1 enzyme inhibitors, primary screen, biochemical, fluorescence, purified enzyme | 1-phosphatidylinositol 4,5-bisphosphate phosphodiesterase gamma-1 (Homo sapiens), P19174 | fluorogenic substrate | inhibition, % at 12.2 µM | 0.84% of 370,000 active | AID 720700, 2013; in the data active means inhibition above about 9.5%
hgDAF-12 ag = H. glycines DAF-12 receptor agonists, primary screen, cell-based, luminescence, HEK293, GAL4 fusion, UAS-luciferase; activation, % at 6.8 µM; HEK293 GAL4-hgDAF12 UAS-luciferase reporter, agonist luminescence; normalized to butyrate control; 1.8% of 370,000 active; AID 687014, 2013; Nuclear hormone receptor DAF-12 (Heterodera glycines), GAL4 fusion;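 active means activation above a cutoff set at the mean of all screened compounds plus 3 SD, cut at about 10% in these data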;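 further: 0% = DMSO wells and 100% = sodium butyrate wells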
MBD2 inh = inhibitors of MBD2 binding to methylated DNA, primary screen, biochemical, TR-FRET, DNA-binding domain, human. Methyl-CpG-binding domain protein 2 (Homo sapiens), Q9UBB5. MBD2 binding to methylated oligonucleotide. inhibition, % at 4.4 µM. 0.31% of 370,000 active; in the data active means inhibition above about 13%
DAX1 inh-2 = DAX1 (NR0B1) inhibitors on StAR promoter, primary screen, cell-based, luminescence, SF-1 (NR5A1), full-length DAX-1 | HEK293T StAR-luciferase reporter, SF-1/DAX-1 repression relief | 1.1% of 370,000 active | inhibition, % at 6.8 µM | AID 652010, 2013;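 active means inhibition above the mean over all tested compounds plus 3 SD, cut at about 3.6% in these data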;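 further: 0% = DAX-1 cells with DMSO and 100% = cells lacking DAX-1 with DMSO; higher inhibition means more luminescence from relief of DAX-1 repression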
SMARCA2 activ = SMARCA2 (BRM) function activators, primary screen, cell-based, luminescence, high throughput; AID 652017, 2013; 1% of 370,000 active; activation, % at 9.1 µM; MG213 cells, MMTV-luciferase reporter, dexamethasone, overnight; in the data active means activation above about 7.8%;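 further: 0% = vehicle wells and 100% = reference activator wells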
Active calls of the source: *. Hits appear at their usual frequency; 7.4% or so of the library scored in one or more.

For CCOC(=O)c1c(C)n(C)c2ccc(OC)c(NC(=O)CCN3CCC(Cc4ccccc4)CC3)c12 the results were ssDAF-12 act -1.3, PLC-beta3 inh -3, ADAM17 inh 0, Rev-erbA mod 0, hcDAF-12 act 0.8, DAX1 inh-1 -0.4, PLC-gamma1 inh 3, hgDAF-12 ag 0.9, MBD2 inh 3, DAX1 inh-2 -0.1 and SMARCA2 activ -1.
Screening Cc1ccnc2nc(C(=O)OCC(=O)Nc3ccc4c(c3)OCCO4)nn12 returned ssDAF-12 act -0.4, PLC-beta3 inh -2, ADAM17 inh -5, Rev-erbA mod -2, hcDAF-12 act 0.0, DAX1 inh-1 -0.6, PLC-gamma1 inh -1, hgDAF-12 ag 2.4, MBD2 inh 1, DAX1 inh-2 0.3 and SMARCA2 activ 4.
`CCCNS(=O)(=O)c1ccc(OCC(=O)N2CCC(C(=O)OCC)CC2)cc1` gave ssDAF-12 act -1.1, PLC-beta3 inh 0, ADAM17 inh -3, Rev-erbA mod 0, hcDAF-12 act -1.2, DAX1 inh-1 -0.9, PLC-gamma1 inh -2, hgDAF-12 ag 1.0, MBD2 inh 0, DAX1 inh-2 -0.4 and SMARCA2 activ -1.
For CCOc1ccc(S(=O)(=O)N2CCOCC2)cc1NC(=O)CSC(=S)N1CCCC1 the results were ssDAF-12 act -0.8, PLC-beta3 inh 2, ADAM17 inh -1, Rev-erbA mod 3, hcDAF-12 act -0.2, DAX1 inh-1 -0.8, PLC-gamma1 inh -1, hgDAF-12 ag 1.4, MBD2 inh 2, DAX1 inh-2 0.3 and SMARCA2 activ -2.
COc1ccc(S(=O)(=O)N2N=C(c3ccc(NS(C)(=O)=O)cc3)CC2c2ccco2)cc1 (stereo not drawn) was read as ssDAF-12 act 1.3*, PLC-beta3 inh 1, ADAM17 inh 0, Rev-erbA mod -5, hcDAF-12 act 5.6*, DAX1 inh-1 2.3, PLC-gamma1 inh -2, hgDAF-12 ag 2.2, MBD2 inh -2, DAX1 inh-2 0.7 and SMARCA2 activ 6.
For Cc1ccc(S(=O)(=O)c2ccc(Cl)cc2)cc1S(=O)(=O)NC(C)C(=O)O (stereo not drawn) the results were ssDAF-12 act -1.0, PLC-beta3 inh -2, ADAM17 inh 3, Rev-erbA mod 4, hcDAF-12 act 0.2, DAX1 inh-1 0.3, PLC-gamma1 inh 10*, hgDAF-12 ag -3.0, MBD2 inh -3, DAX1 inh-2 -0.2 and SMARCA2 activ -4.
CCCCN1C(=O)C(CC(=O)NCc2cccs2)CC(C(=O)N2CCCCCC2)=C1C (stereo not drawn) was read as ssDAF-12 act -0.8, PLC-beta3 inh -1, ADAM17 inh -2, Rev-erbA mod 0, hcDAF-12 act -1.5, PLC-gamma1 inh 0, hgDAF-12 ag -0.9, MBD2 inh 0, DAX1 inh-2 0.1 and SMARCA2 activ -4.
Screening O=C(Nc1nc2ncccn2c1-c1ccc(F)cc1)c1ccc(F)cc1 returned ssDAF-12 act -1.0, PLC-beta3 inh -237, ADAM17 inh -56, Rev-erbA mod 0, hcDAF-12 act -2.1, PLC-gamma1 inh -171, hgDAF-12 ag 1.0, MBD2 inh -2, DAX1 inh-2 -1.5 and SMARCA2 activ -1.
COCCNc1nc(Nc2ccccc2Cl)c2sc(-c3ccccc3)cc2n1 was read as ssDAF-12 act -0.7, PLC-beta3 inh -12, ADAM17 inh -7, Rev-erbA mod -10, hcDAF-12 act -2.0, PLC-gamma1 inh -7, hgDAF-12 ag -2.8, MBD2 inh -3, DAX1 inh-2 -1.1 and SMARCA2 activ -3.
For CCOc1ncccc1C(=O)NC(C)CCc1ccccc1 (stereo not drawn) the results were ssDAF-12 act -0.9, PLC-beta3 inh -1, ADAM17 inh -2, Rev-erbA mod 1, hcDAF-12 act -3.2, DAX1 inh-1 -1.6, PLC-gamma1 inh 1, hgDAF-12 ag -0.4, MBD2 inh -4, DAX1 inh-2 -0.1 and SMARCA2 activ -1.
For O=C(CCC1CCCC1)Nc1ccc([N+](=O)[O-])cn1 the results were ssDAF-12 act -0.8, PLC-beta3 inh 4, ADAM17 inh 3, Rev-erbA mod 2, hcDAF-12 act 0.9, DAX1 inh-1 3.2, PLC-gamma1 inh 1, hgDAF-12 ag 2.7, MBD2 inh -5, DAX1 inh-2 1.3 and SMARCA2 activ 6.
For COc1cc([C@@H]2C[C@H]3CN(c4ccccc4)C(=O)[C@]34CCCN24)cc(OC)c1OC the results were ssDAF-12 act -2.1, PLC-beta3 inh -10, ADAM17 inh -4, Rev-erbA mod -8, hcDAF-12 act -0.9, DAX1 inh-1 0.3, PLC-gamma1 inh 0, hgDAF-12 ag -4.8, MBD2 inh 2, DAX1 inh-2 0.3 and SMARCA2 activ -4.
Screening O=C1CC(N2CCC(c3nc4ccccc4o3)CC2)C(=O)N1Cc1cccs1 (stereo not drawn) returned ssDAF-12 act -1.0, PLC-beta3 inh 7, ADAM17 inh 3, Rev-erbA mod 8, hcDAF-12 act -1.1, DAX1 inh-1 1.5, PLC-gamma1 inh 9, hgDAF-12 ag -1.6, MBD2 inh 4, DAX1 inh-2 0.4 and SMARCA2 activ 1.
COc1ccccc1NC(=O)Cn1cnc2sc(C(=O)NCc3ccco3)c(C)c2c1=O was read as ssDAF-12 act -1.5, PLC-beta3 inh -3, ADAM17 inh -3, Rev-erbA mod -4, hcDAF-12 act -1.7, DAX1 inh-1 -0.9, PLC-gamma1 inh 0, hgDAF-12 ag -0.9, MBD2 inh 2, DAX1 inh-2 -0.9 and SMARCA2 activ 1.
For CCc1nnc(NC(=O)c2ccc(S(=O)(=O)N3CCCC(C)C3)cc2)s1 (stereo not drawn) the results were ssDAF-12 act -0.6, PLC-beta3 inh -2, ADAM17 inh 4, Rev-erbA mod -1, hcDAF-12 act 1.4, DAX1 inh-1 0.5, PLC-gamma1 inh -2, hgDAF-12 ag 0.7, MBD2 inh 0, DAX1 inh-2 0.7 and SMARCA2 activ 0.
Cc1ccc(C2CC(=O)Nc3c2ccc2ccccc32)cc1[N+](=O)[O-] (stereo not drawn) was read as ssDAF-12 act -0.5, PLC-beta3 inh -2, ADAM17 inh 3, Rev-erbA mod -3, hcDAF-12 act -4.3, DAX1 inh-1 -0.2, PLC-gamma1 inh 4, hgDAF-12 ag -2.9, MBD2 inh 3, DAX1 inh-2 -1.2 and SMARCA2 activ -4.
For O=C(Oc1cccc2cccnc12)c1cccc([N+](=O)[O-])c1 the results were ssDAF-12 act 0.2, PLC-beta3 inh 3, ADAM17 inh 3, Rev-erbA mod -1, hcDAF-12 act 1.8, DAX1 inh-1 0.1, PLC-gamma1 inh 3, hgDAF-12 ag -1.4, MBD2 inh -4, DAX1 inh-2 0.5 and SMARCA2 activ 0.
Screening CCCCCC(=O)NC1CCCCN(Cc2cccc(Cl)c2)C1=O (stereo not drawn) returned ssDAF-12 act -1.0, PLC-beta3 inh 3, ADAM17 inh 4, Rev-erbA mod 2, hcDAF-12 act -1.3, PLC-gamma1 inh 4, hgDAF-12 ag -3.2, MBD2 inh -6, DAX1 inh-2 -0.4 and SMARCA2 activ -3.
`COc1ccc(C2NC(=O)NC(C)=C2C(=O)OC2CCCC(C)C2)cc1` (stereo not drawn) gave ssDAF-12 act -1.6, PLC-beta3 inh -2, ADAM17 inh 1, Rev-erbA mod 18*, hcDAF-12 act -3.2, DAX1 inh-1 -2.7, PLC-gamma1 inh 0, hgDAF-12 ag -1.3, MBD2 inh 2, DAX1 inh-2 -0.8 and SMARCA2 activ -3.
Cc1ccc(C)c(N2CCN(S(=O)(=O)c3ccc(-c4cc(C)no4)s3)CC2)c1 was read as ssDAF-12 act -0.6, PLC-beta3 inh -4, ADAM17 inh -3, Rev-erbA mod -6, hcDAF-12 act -0.2, DAX1 inh-1 0.8, PLC-gamma1 inh 0, hgDAF-12 ag 0.5, MBD2 inh 3, DAX1 inh-2 0.9 and SMARCA2 activ -3.
For Cn1c(O)c(N=NC(=O)c2cc(-c3cccs3)nc3ccccc23)c2ccccc21 the results were ssDAF-12 act -0.5, PLC-beta3 inh -5, ADAM17 inh -4, Rev-erbA mod -25, hcDAF-12 act 2.5, DAX1 inh-1 -1.3, PLC-gamma1 inh -2, hgDAF-12 ag 0.2, MBD2 inh -4, DAX1 inh-2 0.0 and SMARCA2 activ 1.
Screening Nc1ccccc1C(=O)NNC1=C(C(=O)C(F)(F)F)CCC1 returned ssDAF-12 act -0.2, PLC-beta3 inh -119, ADAM17 inh -45, Rev-erbA mod 0, hcDAF-12 act 9.2*, DAX1 inh-1 15*, PLC-gamma1 inh -85, hgDAF-12 ag 17*, MBD2 inh 5, DAX1 inh-2 7.2* and SMARCA2 activ 5.
CCc1ccc(CN(C)Cc2nc(COc3ccccc3)no2)nc1 was read as ssDAF-12 act -0.9, PLC-beta3 inh -5, ADAM17 inh -7, Rev-erbA mod 0, hcDAF-12 act 0.4, DAX1 inh-1 -0.4, PLC-gamma1 inh -3, hgDAF-12 ag -2.6, MBD2 inh -1, DAX1 inh-2 -0.8 and SMARCA2 activ -2.
For Cc1ccc(S(=O)(=O)Cc2ccc(C(=O)NCc3cccs3)o2)cc1 the results were ssDAF-12 act -2.0, PLC-beta3 inh 8, ADAM17 inh 2, Rev-erbA mod 4, hcDAF-12 act -1.7, DAX1 inh-1 -0.8, PLC-gamma1 inh 6, hgDAF-12 ag -3.4, MBD2 inh -1, DAX1 inh-2 -1.4 and SMARCA2 activ -4.

By substructure: those above with fluorine (2)
Screening O=C(Nc1nc2ncccn2c1-c1ccc(F)cc1)c1ccc(F)cc1 returned ssDAF-12 act -1.0, PLC-beta3 inh -237, ADAM17 inh -56, Rev-erbA mod 0, hcDAF-12 act -2.1, PLC-gamma1 inh -171, hgDAF-12 ag 1.0, MBD2 inh -2, DAX1 inh-2 -1.5 and SMARCA2 activ -1.
Screening Nc1ccccc1C(=O)NNC1=C(C(=O)C(F)(F)F)CCC1 returned ssDAF-12 act -0.2, PLC-beta3 inh -119, ADAM17 inh -45, Rev-erbA mod 0, hcDAF-12 act 9.2*, DAX1 inh-1 15*, PLC-gamma1 inh -85, hgDAF-12 ag 17*, MBD2 inh 5, DAX1 inh-2 7.2* and SMARCA2 activ 5.
